# Compound activity deposited in PubChem BioAssay by several laboratories.
# LMP1 NFkB inh: Epstein-Barr LMP1 NF-kappaB reporter inhibition; LMP1-induced NF-kappaB luciferase reporter cells, luminescence; 350,000 tested, 0.69% active; inhibition, % at 12.5 µM; AID 504558; in the data active = inhibition above about 41%;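 note: 0% = neutral control wells and 100% = reference inhibitor control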
# TROY NFkB inh: inhibitors of TROY-dependent NF-kB signaling; Q293 LMP1-TROYcd NF-kB luciferase reporter, 4 h; inhibition, % at 10 µM; 360,000 tested, 0.98% active;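 active = compounds whose plate-normalised and pattern-corrected inhibition of the luciferase reporter signal at the single screening dose is 50% or more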
# NCOA3 inh: inhibits human SRC3 coactivator | Q9Y6Q9 | HEK293 GAL4-SRC3 luciferase reporter, luminescence | inhibition, % at 3.6 µM | 360,000 tested, 0.17% active | AID 588352;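 active = inhibition above a per-campaign cutoff, the mean of all compounds plus 3 SD, cut at about 60% in these data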;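 note: 0% = DMSO-treated cells and 100% = gossypol-treated cells at 36 µM; higher means less SRC3-driven luciferase light from the GAL4 reporter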
# SRC1 inh: human NCOA1 inhibition | HEK293 GAL4-SRC1 luciferase reporter, luminescence | inhibition, % at 3.6 µM | 360,000 tested, 0.12% active;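 active = inhibition above the campaign mean plus 3 SD, with each screening campaign given its own cutoff, cut at about 60% in these data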;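 note: 0% = DMSO treated cells and 100% = gossypol at 36 µM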
# CF NFkB inh: blocks PAF-induced NF-kB reporter in cystic fibrosis cells | KKLEB NF-kB-GFP reporter, GFP fluorescence overnight | inhibition, % at 5 µM | 360,000 tested, 0.86% active | AID 588850;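 active = at least 50% inhibition at 5 µM, scaled per plate between neutral and stimulator controls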;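 note: PAF is a Pseudomonas aeruginosa culture filtrate used as stimulus; plate controls were PAF-stimulated DMSO wells for no effect and unstimulated DMSO wells for full effect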
# NR2F2 inh: inhibitors of human COUP-TFII (NR2F2); 370,000 tested, 0.7% active; HEK293T NGFI-A luciferase reporter, luminescence; inhibition, % at 8.6 µM; P24468; AID 686940;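 active = inhibition above a per-plate cutoff, mean inhibition of test wells between control levels plus 3 SD, cut at about 38% in these data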;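 note: cells cotransfected with COUP-TFII expression vector driving the NGFI-A reporter; 0% = median of COUP-TF2 test wells and 100% = reporter-only cells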
# Target sequence (P24468 whole entry, looked up): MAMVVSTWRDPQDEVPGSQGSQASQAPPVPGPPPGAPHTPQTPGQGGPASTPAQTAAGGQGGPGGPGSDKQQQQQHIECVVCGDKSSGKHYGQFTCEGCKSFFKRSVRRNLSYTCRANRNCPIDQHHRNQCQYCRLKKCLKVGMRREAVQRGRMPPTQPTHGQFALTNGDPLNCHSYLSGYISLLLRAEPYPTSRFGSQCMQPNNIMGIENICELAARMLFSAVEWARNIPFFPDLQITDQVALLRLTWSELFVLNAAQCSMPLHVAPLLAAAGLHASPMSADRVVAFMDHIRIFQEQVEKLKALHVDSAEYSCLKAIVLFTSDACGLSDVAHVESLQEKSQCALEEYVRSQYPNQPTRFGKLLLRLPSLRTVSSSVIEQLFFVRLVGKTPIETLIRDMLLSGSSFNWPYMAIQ
# KKLEB cytotox: CF airway cell cytotoxicity counter-screen | 360,000 tested, 0.36% active | activity change (cytotoxicity), % at 5 µM | KKLEB CF airway cells viability, ATPlite luminescence, overnight; hits give low values; cells stimulated with P. aeruginosa culture filtrate | AID 602141;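 active = corrected activity change at or below -50% at 5 µM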
# TWEAK Fn14 block: blocks TWEAK-Fn14 interaction in a reporter cell assay; TWEAK-stimulated Fn14 reporter cells, luciferase luminescence, 8 h; inhibition, % at 10 µM; 360,000 tested, 2% active; in the data active = inhibition above about 50%
# Shn3 inh set2: Schnurri-3 reporter inhibition in Clone20 osteoblasts; Clone20 osteoblast Shn3 3'UTR firefly luciferase, 24 h; inhibition, % at 12.5 µM; 360,000 tested, 0.52% active;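 active = mean inhibition of at least 75% with every replicate also reaching 75%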;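 note: 0% = median of neutral control wells and 100% = pilot-screen positive control compound; some compounds past the cut are filed as inactive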
# NR5A2 inv ag: NR5A2 inverse agonism in reporter assay. O00482. HEK293T StAR-luciferase reporter, LRH-1 transfected, 24 h. inhibition, % at 3.6 µM. 360,000 tested, 0.13% active. AID 602396;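 active = inhibition above the mean inhibition of all tested compounds plus 3 SD, cut at about 73% in these data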;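 note: 0% = DMSO wells and 100% = reporter-only cells lacking LRH-1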
# Target sequence (O00482 whole entry, looked up): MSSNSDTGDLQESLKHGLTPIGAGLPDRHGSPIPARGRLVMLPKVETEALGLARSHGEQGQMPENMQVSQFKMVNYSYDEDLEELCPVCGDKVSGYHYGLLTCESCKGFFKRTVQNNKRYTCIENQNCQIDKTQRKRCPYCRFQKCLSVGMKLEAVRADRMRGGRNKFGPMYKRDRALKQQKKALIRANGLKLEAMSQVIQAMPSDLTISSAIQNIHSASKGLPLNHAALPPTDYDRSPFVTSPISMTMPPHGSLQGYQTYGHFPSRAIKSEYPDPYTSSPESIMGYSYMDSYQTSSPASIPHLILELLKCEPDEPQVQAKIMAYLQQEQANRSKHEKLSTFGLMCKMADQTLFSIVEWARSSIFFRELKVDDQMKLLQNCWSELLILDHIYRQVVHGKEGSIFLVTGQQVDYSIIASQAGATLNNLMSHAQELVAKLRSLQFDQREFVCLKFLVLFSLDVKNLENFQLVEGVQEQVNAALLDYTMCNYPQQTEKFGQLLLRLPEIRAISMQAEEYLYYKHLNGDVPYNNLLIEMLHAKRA
# C8 TRAIL sens: sensitizes caspase-8 expressing cells to TRAIL; AID 624354; inhibition (viability loss, TRAIL sensitization), % at 10 µM; NB7+C8 cells + TRAIL, ATPlite viability luminescence; 360,000 tested, 1% active;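 active = compounds causing at least 50% loss of cell viability in the single-dose screen, relative to plate controls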
# An asterisk follows results filed as active; nt = no result given. The list is partial; the hit share may differ from the screen's.
SMILES,LMP1 NFkB inh,TROY NFkB inh,NCOA3 inh,SRC1 inh,CF NFkB inh,NR2F2 inh,KKLEB cytotox,TWEAK Fn14 block,Shn3 inh set2,NR5A2 inv ag,C8 TRAIL sens
NC(=O)c1ccccc1NS(=O)(=O)c1ccc(F)cc1,-6,18,22,-7,15,-8,-1,-44,-39,-24,-4
Cc1cc(C)nc(NC(=S)Nc2ccc(F)cc2F)c1,-7,0,6,-11,2,-15,-14,1,-4,-25,7
COc1ccccc1CNC(=O)C(=O)NCC1CCCN1S(=O)(=O)c1cc(C)ccc1C (stereo not drawn),-5,6,-6,17,-6,-5,-5,8,12,19,-17
CCc1cc2c(N3CCN(C(=O)c4ccco4)CC3)ncnc2s1,-1,22,23,-11,2,-2,-6,9,21,-5,7
Cc1csc(=O)n1CC(=O)OCC(=O)NCc1ccc(F)cc1,0,-17,-10,-8,5,0,0,14,8,4,5
Cc1cc(C)c(NC(=O)/C=C\C(=O)O)c(Cl)c1,-7,-8,18,6,10,-7,-15,-1,2,-1,-7
C#CCN1C=CC(=O)[C@@H](OC(=O)Nc2ccc(OC)cc2)[C@H]1c1ccccc1Br,3,-8,9,-15,-7,-21,21,-5,-2,13,-1
O=C(NC1CCCC1)C(c1ccco1)N(Cc1ccccc1)C(=O)c1csnn1 (stereo not drawn),5,38,20,19,3,2,-7,7,9,4,7
Cc1ccc2cc(-c3noc(C4CCCO4)n3)c(=O)[nH]c2c1 (stereo not drawn),-11,-56,-33,-35,12,-31,4,-8,-23,-23,-1
O=C(Cc1ccsc1)N1CCN(S(=O)(=O)c2cc(C(F)(F)F)cc(C(F)(F)F)c2)CC1,-11,-1,16,30,16,-22,-3,3,-2,21,-11
CCCNC(=O)C1(C)CCN(Cc2ccc3ccccc3c2Br)C1 (stereo not drawn),nt,27,4,9,10,15,-3,-12,11,3,13
O=S(=O)(Nc1nc2ccccc2nc1Nc1ccc(N2CCOCC2)cc1)c1cc(Cl)ccc1Cl,9,61*,6,-12,30,-5,-7,80*,-18,16,38
COc1ccccc1N1CCN(C(=O)c2cc(C)on2)CC1,6,7,-17,2,1,8,2,17,-7,-1,-11
COC(=O)c1ccc(C(=O)N(C)C2CCCN(Cc3ccccc3F)C2)cc1 (stereo not drawn),9,10,-17,-1,3,5,5,-25,12,-11,22
CCOC(=O)C1=C(N)Oc2ccc3ccccc3c2C1c1cccnc1 (stereo not drawn),-4,26,9,0,14,7,4,26,-13,1,-1
Cc1noc(C)c1C(=O)N(C)Cc1ccccc1,-7,17,20,-54,-5,-9,15,-14,-23,0,-15
Cc1c(Cl)cccc1NC(=O)CNc1ccccc1F,-2,-22,9,-18,0,7,0,-5,9,54,7
CCOc1ccc2nc(SCc3ccc(C(=O)OC)o3)[nH]c2c1,-2,-8,-13,-15,-1,-5,-2,-2,6,-3,-9
COc1ccc(/C=C/C(=O)Oc2ccc(/C=N\NC(=O)c3ccc(F)cc3)cc2)cc1,-8,-28,11,-2,2,1,-13,16,-25,1,-3
CCCCN1C(=O)C(=O)N(CC(=O)N2CCc3ccccc32)C1=O,-2,-3,-8,-15,6,-2,3,3,-11,8,-24
Cc1cc(NC(=O)c2ccccc2)ccc1NC(=O)c1ccccc1Cl,2,-9,4,1,-11,10,-2,-2,-13,2,-5
CC(C)c1ccccc1NC(=O)COC(=O)CNC(=O)c1ccc(Br)cc1,1,7,-9,-8,13,-4,1,8,4,0,-10
CC1CN(C(=O)CCC(=O)NCc2cccnc2)c2ccccc2O1 (stereo not drawn),-8,11,10,-8,11,0,0,2,0,-16,0
COc1cc(Nc2cc(C)nc3ncnn23)cc(OC)c1,-2,4,6,2,-26,-36,-3,-15,-4,10,3
Cc1cccc(OCc2nc(-c3nonc3N)no2)c1C,-23,-35,-75,-71,-22,-31,-1,-24,-44,-90,9

# (cont.)
SMILES,LMP1 NFkB inh,TROY NFkB inh,NCOA3 inh,SRC1 inh,CF NFkB inh,NR2F2 inh,KKLEB cytotox,TWEAK Fn14 block,Shn3 inh set2,NR5A2 inv ag,C8 TRAIL sens
Cc1cc(C)cc(N(CC(=O)Nc2c(C)n(C)n(-c3ccccc3)c2=O)S(C)(=O)=O)c1,-3,-6,-3,9,-3,-13,-1,6,-3,8,-15
CCN(CC)S(=O)(=O)c1ccc(NC(=O)COC(=O)c2cnc(C)cn2)cc1,-9,12,-12,-6,-3,-7,1,2,-6,-1,2
COc1ccc(Cl)cc1/C=N/NC(=O)c1c(-c2ccccc2)noc1C,2,1,24,-10,-1,0,-8,-5,-2,-4,-9
O=C(COC(=O)c1ccc(Br)o1)Nc1cccc(S(=O)(=O)N2CCCCC2)c1,-2,4,7,-12,-6,6,5,22,-4,-8,12
Cc1cccc(OCC(=O)Nc2nnc(S(=O)(=O)N3CCCCCC3)s2)c1,-3,8,-13,12,30,-5,-1,-11,-5,7,5
CC(=O)N/C(=N/c1nc(C)cc(C)n1)Nc1cc(C)cc(C)c1,-6,6,-2,4,-19,5,-12,-60,14,7,-3
CCc1cccc2c1NC(=O)C2(O)CC(=O)c1cccs1 (stereo not drawn),2,10,7,-2,6,-3,7,9,-8,1,7
CCc1nnc(NC(=O)c2ccc(S(=O)(=O)N(CC)CC)cc2)s1,-3,-13,6,10,28,-26,2,-15,-9,-19,-5
CCOC(=O)c1ccccc1NC(=S)N1CCC(N2CCCCC2)CC1,-4,-4,3,-24,6,-17,3,12,-8,-17,-4
N/C(=N\OC(=O)c1cc(Cl)ccc1Cl)c1cccnc1,-43,-29,-124,-42,13,-11,-3,-3,-86,15,6
COc1ccccc1C(=O)NCCC(=O)NCC1COc2ccccc2O1 (stereo not drawn),4,-6,-5,-4,1,-25,2,-9,5,-3,-3
CN1CCC(N(C)S(=O)(=O)c2ccc(NC(=O)Cc3ccc(F)cc3)cc2)CC1,-8,-19,5,-5,-2,20,1,-8,-7,7,-10
CC(=O)Nc1ccc(N(C(=O)c2ccco2)C(C(=O)NC2CCCC2)c2ccc(N(C)C)cc2)cc1 (stereo not drawn),-4,-26,-28,-24,-4,9,6,21,6,-1,-11
O=C(COc1ccc(Cl)cc1)NNC(=O)c1ccncc1,7,14,9,4,-12,-1,7,3,1,-9,-6
Cc1cc(C(=O)CCC(=O)Nc2ccc(C(N)=O)cc2)c(C)s1,0,0,-2,-2,7,-13,-7,9,5,-3,-4
CCC(C)N1C(=O)CCC1C(=O)NCCc1ccc(Cl)cc1 (stereo not drawn),-8,-1,1,-26,9,9,-8,19,0,5,-13
O=C(N/C(=C/c1cccnc1)C(=O)N1CCOCC1)c1ccco1,5,8,9,-5,4,4,3,5,-14,-3,-4
C[N+]1(C2CCC3CCCC2C3O)CCCCC1 (stereo not drawn),-6,6,-2,-3,8,4,4,3,-9,4,3
O=C(NC1CCC(CC2CCC(NC(=O)C(Cl)Cl)CC2)CC1)C(Cl)Cl (stereo not drawn),0,16,5,12,-16,5,-8,-2,8,48,-16
CCn1c(=O)cc(O)c2c(=O)n(C)c(=O)n(C)c21,1,-11,3,-3,9,2,5,9,-2,12,6
O=C(O)CCN1C(=O)c2ccc(NC(=O)Cc3ccc(Cl)cc3)cc2C1=O,0,-9,7,-17,6,9,11,-16,-4,3,-1
NCc1oc(-c2ccccc2)cc1C(=O)O,-1,-17,11,-5,2,-9,14,-19,-24,-2,0
CCC(CC)C(=O)Nc1ccc(C)c(O)c1,-1,1,16,-1,1,6,0,-9,5,8,3
O=C(O)c1ccc(S(=O)(=O)N(Cc2ccccc2)C2CCCCC2)cc1,31,-1,4,-1,-9,7,2,8,-9,5,5
COc1ccc(CN(C)C(=O)C(Cc2ccccc2)NC(=O)c2ccccc2)cc1F (stereo not drawn),10,13,16,0,27,16,-28,28,8,8,18

# Next part; the last three above are carried over.
SMILES,LMP1 NFkB inh,TROY NFkB inh,NCOA3 inh,SRC1 inh,CF NFkB inh,NR2F2 inh,KKLEB cytotox,TWEAK Fn14 block,Shn3 inh set2,NR5A2 inv ag,C8 TRAIL sens
CCC(CC)C(=O)Nc1ccc(C)c(O)c1,-1,1,16,-1,1,6,0,-9,5,8,3
O=C(O)c1ccc(S(=O)(=O)N(Cc2ccccc2)C2CCCCC2)cc1,31,-1,4,-1,-9,7,2,8,-9,5,5
COc1ccc(CN(C)C(=O)C(Cc2ccccc2)NC(=O)c2ccccc2)cc1F (stereo not drawn),10,13,16,0,27,16,-28,28,8,8,18
CCSc1nnc(NC(=O)c2ccc(C)cc2)s1,1,8,-82,-86,-17,-50,2,38,-109,-147,32
O=C(OCc1cc(=O)n2ccsc2n1)c1ccccc1NCCO,0,2,-13,-16,18,-5,-1,11,-4,-32,-4
COc1ccc(NC(=S)N2CCC(NC(=O)c3cccc(C)c3)CC2)cc1,1,6,-7,2,-6,20,11,18,-3,10,-9
COc1ccccc1N1CC(O)=C(c2nc3ccccc3s2)C1=N,-2,-11,10,-16,-8,1,9,-22,-7,-3,2
O=C(NCc1ccco1)C1CCCN1C(=O)Nc1ccc(Br)cc1 (stereo not drawn),-13,7,-10,0,-1,-6,11,-6,5,11,-8
O=C(Nc1nccs1)C1CC(=O)N(c2ccccc2)C1 (stereo not drawn),-2,-7,6,0,3,-1,3,4,4,1,-1
COCCNS(=O)(=O)c1ccc(F)c(OC)c1,1,-3,-6,1,-19,0,3,0,-23,-1,9
COc1ccc(NC(=O)C2CCCCN2CC(=O)OCc2ccccc2)cc1OC (stereo not drawn),-5,0,4,6,0,-15,-1,1,4,3,-1
CC(C)(C)C(=O)NC(NC(=S)Nc1sc2c(c1C#N)CCCC2)C(Cl)(Cl)Cl (stereo not drawn),1,59*,0,-14,39,19,-17,-9,2,-24,2
Cc1cc(NC(=O)CSc2nc3c(c(=O)n2-c2ccc(Br)cc2)SCC3)no1,4,-15,-1,7,26,-13,5,-12,11,-2,1
CCOc1ccc(NC(=O)CN2CCN(CC(=O)Nc3ccc(Cl)c(C(F)(F)F)c3)CC2)cc1,2,1,3,5,-18,18,-29,15,76,32,3
N#CC1=C(N)Oc2n[nH]c(-c3ccccn3)c2C1c1c(F)cccc1Cl (stereo not drawn),-8,-2,16,-10,-9,-25,5,21,-2,1,-14
CCOCCCNS(=O)(=O)c1ccc(OC)c(Cl)c1Cl,4,21,-11,-14,-7,10,2,-26,1,5,-1
CC(=O)N(Cc1ccccc1)c1c(N)nc(N)[nH]c1=O,-2,17,18,0,8,7,-6,-5,-8,-9,-7
CCOc1ccccc1NC(=O)c1ccc2c(c1)C(=O)N(CC)C2=O,-4,-23,7,15,-10,0,0,26,-5,17,3
N=c1c2c(n(Cc3ccc(Br)cc3)c3c1CCC3)CCCC2,12,35,75*,42,45,68*,-59*,41,82,93*,27
COC(=O)CSc1nc2ccccc2n1CC(=O)N(C(C)C)C(C)C,7,-1,-12,-22,8,-8,6,10,22,14,0
C/C(=N\O)C(C)Oc1ccc(Cl)cc1 (stereo not drawn),-2,-10,1,-8,2,15,-1,-21,-2,15,-5
O=C(c1cc(C2CC2)nn1-c1ccccc1)N1CCN(Cc2ccccc2F)CC1,3,-7,-4,-17,1,3,-4,-10,2,-7,28
